Bioassay records deposited in PubChem by National Center for Advancing Translational Sciences (NCATS).
TGFb SMAD3 inh: qHTS for Inhibitors of TGF-b | Potency, µM (top dose mostly 46.1 µM), without a hit: at the top dose activity, negative = inhibition, most hits filed as inhibitors | HepG2 CAGA-GFP TGF-b/SMAD3 reporter, GFP fluorescence, 18 h; TGF-beta stimulated, 500 pg/mL final | actives 1.2% (n = 410,000) | AID 588855, 2011; further: on the % scale 0 is the no-effect control and ±100 the full control effect; nearly all actives have a fitted effect of over 65% in size
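Smad-responsive CAGA-GFP expression was quantified in HEPG2 cells exposed to compounds and 500 pg/mL final TGF-beta for 18 h at 37 degrees C; unstimulated wells defined full inhibition.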
MCF10A rerep: A quantitative high throughput screen for small molecules that induce DNA re-replication in MCF 10a normal breast cells; AID 624296, 2012; MCF 10A DNA re-replication, Hoechst nuclear intensity, 48 h; Potency, µM (top dose mostly 46.1 µM), inactives show top-dose activity, positive = re-replication, actives largely listed as activators; actives 2.9% (n = 350,000); further: % of control where 0% means no effect; nearly all actives have a fitted effect of over 50% in size
Nrf2 block: Nrf2 qHTS screen for inhibitors; A549 ARE-Fluc reporter, luciferase luminescence, 18-24 h; actives 2.1% (n = 360,000); Potency, µM (highest dose often 46 µM), for inactives: top-dose activity change, negative = inhibition, usual class: inhibitors; further: on the % scale 0 is the no-effect control and ±100 the full control effect; nearly all actives have a fitted effect of over 60% in size
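Quantitative HTS in A549 cells stably bearing an antioxidant response element-firefly luciferase construct. Inhibition of Nrf2-driven transcription was scored by luminescence after 18-24 h of compound exposure at 37 °C.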
HepG2 tox: qHTS for Inhibitors of TGF-b: Cytotox Counterscreen. Potency, µM (top dose mostly 46.1 µM), inactives show at the top dose activity change, negative = cytotoxicity, hits mostly cytotoxic. AID 588856, 2011. actives 0.76% (n = 410,000). HepG2 CAGA-GFP viability, ATP luminescence, 18 h; further: some results filed as inactive show a strong effect at the top dose
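CellTiter-Glo luminescence gave cytotoxicity after 18 hours at 37 degrees C. The cells were HepG2 CAGA-GFP in 1% FBS DMEM, stimulated with 500 pg/mL TGF-beta after compound addition. %Activity was normalised to no-cell wells (complete cell-killing) and DMSO (no toxicity), and curves were fitted and classified.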
Nrf2 ARE act: qHTS of Nrf2 Activators; actives 0.31% (n = 410,000); AREc32 ARE-luciferase reporter (MCF7-derived line), luminescence, 24 h; Potency, µM (doses to about 46.1 µM), inactives show top-dose activation, actives largely listed as activators; further: % of control where 0% means no effect; nearly all actives have a fitted effect of over 65% in size
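Quantitative high-throughput format: AREc32 reporter cells, 1000 per well, received compound by pin transfer and were incubated 24 hr at 37 deg C, 5% CO2, before Steady-Glo luminescence detection.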
A549 viability: Nrf2 qHTS screen for inhibitors: counterscreen for cytotoxicity; A549 ARE-Fluc cells, CellTiter-Fluor viability, 18-24 h; Potency, µM (doses to about 46 µM), for inactives: at the top dose activity change, negative = cytotoxicity, hits mostly inhibitors; actives 0.16% (n = 390,000); further: on the % scale 0 is the no-effect control and ±100 the full control effect
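A549 ARE_Fluc cells in 5% FBS OPTI-MEM were exposed to compounds in concentration-response for 18-24 h at 37 deg C. Viability was read by CellTiter-Fluor fluorescence (Ex 405/Em 525) after 30 min, before the luciferase read.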
ATXN2 expr inh: Primary qHTS for Inhibitors of ATXN expression. HEK-293 ATXN2-luciferase reporter, luminescence, 24 h. Potency, µM (top dose mostly 57 µM), for the others: top-dose activity change, negative = inhibition, most hits filed as inhibitors. actives 0.72% (n = 360,000). AID 1745845, 2022; further: on the % scale 0 is the no-effect control and ±100 the full control effect; nearly all actives have a fitted effect of over 55% in size
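qHTS (up to 57 uM final) was run with 24 h compound exposure of reporter cells at 37 °C. Each well was multiplexed: SteadyGlo luminescence measured ATXN2-luciferase expression after a fluorogenic Gly-Phe-AFC viability readout (25 uM final).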
S2 tox: Viability Counterscreen for Primary qHTS for Inhibitors of ATXN expression; actives 0.49% (n = 400,000); S2 cells (HEK-293 line with an ATXN2-luciferase reporter) viability, CellTiter-Fluor protease fluorescence, 24 h; Potency, µM (highest dose often 56.7 µM), actives largely listed as cytotoxic; further: nearly all actives have a fitted effect of over 40% in size
EPAC2 antagonist: qHTS for Antagonist of cAMP-regulated guanine nucleotide exchange factor 2 (EPAC2): primary screen; Rap guanine nucleotide exchange factor 4 (Homo sapiens), Q8WZA2; EPAC2 GEF exchange of Rap1B-BODIPY-GDP, fluorescence; Potency, µM (doses to about 114 µM), for the others: top-dose activity, negative = inhibition, actives largely listed as inhibitors; actives 0.18% (n = 360,000); AID 720708, 2013; further: on the % scale 0 is the no-effect control and ±100 the full control effect; nearly all actives have a fitted effect of over 45% in size; many of its hits are not listed in these tables
Target sequence (Q8WZA2 whole entry, looked up): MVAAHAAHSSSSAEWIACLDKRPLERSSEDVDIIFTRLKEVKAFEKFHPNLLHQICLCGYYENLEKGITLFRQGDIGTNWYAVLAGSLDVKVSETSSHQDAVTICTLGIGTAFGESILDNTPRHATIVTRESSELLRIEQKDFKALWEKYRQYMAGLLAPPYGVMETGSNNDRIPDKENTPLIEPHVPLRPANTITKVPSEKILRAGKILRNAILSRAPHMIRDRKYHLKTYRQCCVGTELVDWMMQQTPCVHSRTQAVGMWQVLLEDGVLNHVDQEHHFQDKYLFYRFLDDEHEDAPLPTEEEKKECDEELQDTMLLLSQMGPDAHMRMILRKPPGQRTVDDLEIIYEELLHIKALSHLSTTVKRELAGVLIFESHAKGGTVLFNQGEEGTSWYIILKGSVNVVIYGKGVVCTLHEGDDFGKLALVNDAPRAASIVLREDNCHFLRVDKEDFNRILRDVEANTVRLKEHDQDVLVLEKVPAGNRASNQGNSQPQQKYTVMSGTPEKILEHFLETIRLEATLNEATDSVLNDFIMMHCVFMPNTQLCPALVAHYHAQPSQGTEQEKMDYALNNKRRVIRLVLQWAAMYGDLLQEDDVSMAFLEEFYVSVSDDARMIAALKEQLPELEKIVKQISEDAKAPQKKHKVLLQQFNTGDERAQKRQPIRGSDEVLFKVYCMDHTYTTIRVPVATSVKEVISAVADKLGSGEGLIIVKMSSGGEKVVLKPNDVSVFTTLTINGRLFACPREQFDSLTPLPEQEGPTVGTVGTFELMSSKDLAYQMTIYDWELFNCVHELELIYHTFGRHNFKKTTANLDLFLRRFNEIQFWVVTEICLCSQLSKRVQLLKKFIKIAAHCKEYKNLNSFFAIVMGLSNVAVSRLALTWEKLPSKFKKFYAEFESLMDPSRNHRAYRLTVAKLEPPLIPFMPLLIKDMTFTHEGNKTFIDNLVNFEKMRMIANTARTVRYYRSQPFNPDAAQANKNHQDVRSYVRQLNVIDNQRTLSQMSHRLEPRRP
Numbers without * were called inactive; i = inactive; ? = inconclusive; / = no result given; [ ] = another dose, or the depositor's remark. The call rests on the fitted dose curve; in most records, active means well fitted curve in the direction sought with a large enough effect; inconclusive means small, poorly fitted or top-dose-only effect, or another doubt; inactive means no such curve, though single readings can be large; an effect the other way counts as inactive or inconclusive. Potency means the concentration at half of the fitted maximal effect. Some of the compounds tested, so the mix of outcomes need not match the whole.

SMILES	TGFb SMAD3 inh	MCF10A rerep	Nrf2 block	HepG2 tox	Nrf2 ARE act	A549 viability	ATXN2 expr inh	S2 tox	EPAC2 antagonist
CCOC(=O)c1c(-c2ccc(OC)cc2)csc1NC(=O)C1CCCO1 (configuration not stated)	12%	6%	0%	-16%	0.6%	1%	-18%	i	-24%
CC12C(=O)N(n3cnnc3)C(=O)C1C1C=CC2C1 (configuration not stated)	5%	3%	-3%	1%	0.1%	-8%	1%	i	11%
COc1ccc(Nc2ncccc2C(=O)O)cc1	0%	18%	?	4%	0.1%	15%	30%	i	6%
COC(=O)c1ccc(N(C(=O)CNC(=O)c2ccco2)C(C(=O)NCC2CCCO2)c2ccc(OC)c(OC)c2)cc1 (configuration not stated)	6%	?	0%	21%	-0.3%	0%	-30%	i	3%
O=C(Nc1c2c(nn1-c1ccc(F)cc1)CS(=O)C2)C12CC3CC(CC(C3)C1)C2 (configuration not stated)	-2%	3%	2%	-26%	0.3%	7%	0%	i	-6%
CC(=O)c1c(C)[nH]c(C(=O)CN2CCN(S(=O)(=O)c3ccccc3F)CC2)c1C	4%	11%	26µM*	-20%	6.0%	-13%	-2%	i	-4%
CC(C)(C)N(Cc1ccccc1)C(=O)COC(=O)C1CCN(c2ccc(C(F)(F)F)cn2)CC1	?	0%	?	-17%	1.5%	-13%	-35%	i	-17%
O=C(COC(=O)CCc1nc2ccccc2c(=O)[nH]1)Nc1ccc(OC(F)(F)F)cc1	3%	-5%	-7%	-2%	-0.5%	-1%	18%	i	-15%
CCOC(=O)c1c(N)nn(C(=O)c2ccccc2F)c1-c1ccc(OC)cc1	-4%	2%	6%	26%	3.6%	6%	-20%	i	-13%
CCCN1C(=O)SC(CC(=O)Nc2ccc(C)cc2)C1=O (configuration not stated)	-2%	?	?	2%	?	-12%	12%	?	5%
Cc1ccc(C(=O)Nc2ccccc2C(=O)NC2CCCCC2)cc1S(=O)(=O)N1CCOCC1	4%	3%	-29%	-33%	0.4%	-9%[1.84 µM]	0%	i	-11%
Cn1cccc1CC(=O)NNC(=S)Nc1ccccc1Cl	32%[activator]	10%	9%	9%	2.2%	9%	7%	i	-2%
O=C(c1cccc(C(=O)N2CCN(Cc3ccccc3)CC2)c1)N1CCN(Cc2ccccc2)CC1	0%	1%	?	-1%	2.3%	-2%	-5%	i	11%
c1ccc(-c2oc3ncnc(NCCCN4CCOCC4)c3c2-c2ccccc2)cc1	0%	?	-9%	-70%	1.7%	0%	?	i	-8%
Cc1cccc(NC(=O)c2ccc(-c3nc(CSc4ccccc4)c(C)o3)cc2)c1C	-15%	/	13µM*	-59%	-1.0%	0%	-4%	?	/
O=C1N/C(=N\S(=O)(=O)c2ccccc2)S/C1=C\c1cc([N+](=O)[O-])ccc1O	30%[activator]	1%	1%	-1%	-0.7%	?	-6%	i	-25%
CC(C)(C)C(=O)Nc1sc2c(c1C#N)CCC2	26%	?	11%	6%	0.4%	-1%	4%[11.3 µM]	i	0%
Cc1ccc(NC(=O)c2cc(-c3ccc(F)cc3)on2)cc1C	-2%	5%	3%	-7%	1.5%	4%	3%	i	7%
COc1cc(/C=C/CO)cc(OC)c1O[C@@H]1O[C@H](CO)[C@@H](O)[C@H](O)[C@H]1O	1%	2%	5%	-4%	-0.9%	4%	9%	i	-1%
COc1ccc(C2=CN3CCCCC3CC2=O)cc1OC (configuration not stated)	8%	?	1%	-37%	4.0%	1%	19%	i	0%
C[C@H](CO)N1C[C@H](C)[C@@H](CN(C)S(=O)(=O)c2ccc3c(c2)OCCCO3)OCc2cnnn2CCCC1=O	2%	/	/	6%	-0.8%	/	9%	i	5%
Cc1ccc(-c2sc(C(=O)NN)c(C)c2C#N)cc1	5%	17%	?	-3%	0.8%	-7%	-34%	?	5%
CCCCC/S(CC1CC1(Cl)Cl)=N\S(=O)(=O)c1ccc(C)cc1 (configuration not stated)	8%	3%	-8%	0%	0.1%	-13%	-9%	i	2%
Cc1ccc(S(=O)(=O)NCCC(=O)NC2CCCCC2C)cc1 (configuration not stated)	-3%	-3%	-3%	-3%	-0.6%	2%	2%	i	-4%
CCC(=O)NC(Nc1ccccn1)(C(=O)OC)C(F)(F)F (configuration not stated)	7%	-6%	-2%	-3%	-0.5%[9.22 µM]	9%	-1%	i	-1%
SMILES	TGFb SMAD3 inh	MCF10A rerep	Nrf2 block	HepG2 tox	Nrf2 ARE act	A549 viability	ATXN2 expr inh	S2 tox	EPAC2 antagonist
COc1ccccc1NC(=O)C1=C(C)Nc2nc3ccccc3n2C1c1cccc(Br)c1 (configuration not stated)	-19%	/	-18%	-17%	0.2%	-5%	3%	i	/
O=[N+]([O-])c1ccc(COc2ccccc2CN2CCCC2)cc1	-27%	-1%	20%	-17%	0.7%	-1%	-11%	i	9%
O=c1cc(-c2ccccc2)n(S(=O)(=O)c2ccc3ccccc3c2)o1	-7%	1%	-14%	-18%	0.5%	-19%	-3%	i	-7%
Cc1[nH]c2ccccc2c1C(=O)CSC(=S)N1CCCCC1	0%	-63%[inhibitor]	?	-19%	13%	-2%	102%[activator]	?	3%
Cc1ccccc1NC(=O)CN(c1ccc(F)cc1)S(C)(=O)=O	-12%	13%	-5%	-11%	0.1%	-8%	-2%	i	-7%
Cc1ccc(NC(=O)CSc2ccc(-c3cccs3)nn2)cc1Cl	17%	/	-8%	-4%	8.6%	-1%	/	/	/
CC(=O)Nc1ccc(N=Cc2c(O)c3ccccc3oc2=O)cc1	12%	5%	-7%	1%	-0.2%	-2%	-6%	i	7%
CN1CC[n+]2c(CN3C(=O)c4ccccc4C3=O)csc21	2%	-1%	-11%	-33%	0.3%	-1%	-2%	i	-1%
COc1ccc(CCn2c(NN)nc3c2c(=O)[nH]c(=O)n3C)cc1	-26%	?	-12%	-19%	21%	-10%	-11%	i	3%
CCS(=O)(=O)Nc1ccccc1C(N)=O	-12%	-5%	?	6%	-0.6%	-1%	-22%	i	17%
C=C(C)C1Cc2c(C)nn(-c3nc(C)cc(C)n3)c2C1 (configuration not stated)	?	1%	-20%	-5%	7.4%	0%	-5%	i	32%[activator]
O=C(NC1CC(=O)N(c2ccccc2)C1)c1ccc(Br)o1 (configuration not stated)	17%	/	/	0%	0.0%	5%	/	/	/
C/C(=N\NC(=O)C(C)Sc1ccccc1)C(C)(C)C (configuration not stated)	-1%	-7%	17%	-14%	1.4%	3%	9%	i	-14%
Cc1ccccc1CNC(=O)c1ccccc1NC(=O)c1nsc2ccccc12	1%	/	/	-1%	2.9%	0%	/	/	/
COc1cccc(-c2nc(-c3ccccn3)no2)c1OC	9%	2%[9.22 µM]	?	5%	0.1%	1%	29%	i	2%
O=[N+]([O-])c1ccc(S(=O)(=O)NCc2nc3cccnc3n2Cc2ccccc2Cl)cc1	?	/	/	-34%	7.7%	-4%	/	/	/
Cc1ccc(S(=O)(=O)N(C)CCCC(=O)NC(C)(C)C)cc1	2%	-3%	3%	-1%	0.0%	-7%	-1%	i	0%
S=C(Nc1cc(Cl)cc(Cl)c1)N1CCCC1	-1%	19%	-4%	-1%	2.1%	5%	12%	i	-3%
Cc1cc(C)c2nc(SCC(=O)Nc3cc(C)on3)c(C#N)cc2c1	-1%	1%	?	-13%	2.3%	3%	-27%	i	12%
O=C(NCc1nnnn1-c1ccc(F)c(F)c1)c1ccc(S(=O)(=O)N2CCOCC2)cc1	-5%	0%	-12%	-71%	-0.4%	-6%	-3%	i	-1%
CCN(CC(=O)Nc1c(F)cccc1F)C(=O)CCCc1cccs1	-6%	0%	-15%	-6%	-0.6%	0%	-12%	i	3%
COc1cc(C(=O)NNC(=S)Nc2ccc(S(N)(=O)=O)cc2)cc(OC)c1OC	-21%	19%	?	10%	-0.1%	-6%	-14%	/	17%
Cn1c(=O)c2c(nc(SCCN3CCOCC3)n2Cc2ccc(F)cc2)n(C)c1=O	-10%	-1%	?	-15%	2.1%	-8%	-5%	?	1%
Cc1ccc2c(=O)cc(C(=O)NCc3ccccc3)oc2c1C	-5%	0%	-23%	-2%	-0.2%	1%	/	i	5%
O=C(CCc1nc(-c2ccccc2F)no1)NC1CCCCC1	2%	1%	10%	-14%	0.5%	-2%	2%	i	-1%
Cc1ccncc1C(N)=O	-3%	4%	-5%	2%	0.1%	8%	7%	i	1%
COc1cccc(CN(C)C(=O)CN2C(=O)NC(c3ccccc3)(c3ccccc3)C2=O)c1OC	-5%	-1%	-23%	-1%	-1.3%	1%	4%	i	-4%
CC(C)n1cc(/C=C2/SC(=O)N(CC(=O)Nc3ccc4c(c3)OCO4)C2=O)c2ccccc21	-13%	-7%	?	3%	0.2%	-29%	-19%	i	15%
CCN(CC(=O)NCc1ccc(Cl)cc1)C(=O)CSc1cc(C)ccc1C	-25%	?	-8%	-21%	-0.4%	1%	-6%	i	-7%
Cc1ccc(S(=O)(=O)N2CCCCC2)cc1NC(=O)C1COc2ccccc2O1 (configuration not stated)	4%	/	/	-2%	0.3%	/	/	i	6%

Given with values under each structure: entries from further up.
Second line of a record – TGFb SMAD3 inh, MCF10A rerep, Nrf2 block, HepG2 tox, Nrf2 ARE act, A549 viability, ATXN2 expr inh, S2 tox, EPAC2 antagonist
Cc1ccccc1NC(=O)CN(c1ccc(F)cc1)S(C)(=O)=O
→ -12%, 13%, -5%, -11%, 0.1%, -8%, -2%, i, -7%
Cc1ccc(NC(=O)CSc2ccc(-c3cccs3)nn2)cc1Cl
→ 17%, /, -8%, -4%, 8.6%, -1%, /, /, /
CC(=O)Nc1ccc(N=Cc2c(O)c3ccccc3oc2=O)cc1
→ 12%, 5%, -7%, 1%, -0.2%, -2%, -6%, i, 7%
CN1CC[n+]2c(CN3C(=O)c4ccccc4C3=O)csc21
→ 2%, -1%, -11%, -33%, 0.3%, -1%, -2%, i, -1%
COc1ccc(CCn2c(NN)nc3c2c(=O)[nH]c(=O)n3C)cc1
→ -26%, ?, -12%, -19%, 21%, -10%, -11%, i, 3%
CCS(=O)(=O)Nc1ccccc1C(N)=O
→ -12%, -5%, ?, 6%, -0.6%, -1%, -22%, i, 17%
